Glioma ERSR ind = qHTS for Inducers of the Endoplasmic Reticulum Stress Response (ERSR) in Human Glioma: qHTS. 0.02% of 420,000 active. U87-MG GRP78 promoter luciferase reporter, 16 h. Potency, µM, without a hit: at the top dose activation, actives largely listed as activators; further: potency means the concentration at half of the fitted maximal effect; series mostly up to about 76 µM; % of control where 0% means no effect; nearly all actives have a fitted effect of over 35% in size
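Stably transfected U87-MG human glioma cells carrying a GRP78-based luminescent sensor were seeded at 1000 cells/well, pin-dosed with compounds and incubated 16 h. Luciferase reagent was then added, and end-point luminescence was read after 10 min at room temperature.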
D1 agonist = Allosteric Agonists of the Human D1 Dopamine Receptor: qHTS; D(1A) dopamine receptor (Homo sapiens), P21728; HEK293 T-REx D1 cells, calcium flux, agonist mode; activation, % at 2 µM; 1% of 360,000 active; AID 504660, 2011; in the data active means activation above about 30%; further: 0% is about no effect
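Tetracycline-induced HEK293 TREx D1 cells, force-coupled to calcium signalling, were dye-loaded with a no-wash calcium kit. Compound was pin-added after a 10 s baseline. Fluorescence was read kinetically at 1 cycle/s for 180 s, with calcium rises flagged as agonism.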
RXFP1 agonist = qHTS Assay for Agonists of the Relaxin Receptor RXFP1 | 0.3% of 370,000 active | Potency, µM (titrated, usually from 57.5 µM), for inactives: top-dose activation, usual class: activators | HEK293T-RXFP1 cAMP TR-FRET, 30 min; response scale: percent of porcine relaxin response, buffer zero; further: potency means the concentration at half of the fitted maximal effect; on the % scale 0 is the no-effect control and ±100 the full control effect; nearly all actives have a fitted effect of over 60% in size; many of its hits are not listed in these tables
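Agonist response is measured as cAMP accumulation in an RXFP1-transfected HEK293T line under PDE4 inhibition. Values are scaled between buffer-only and 29 nM porcine relaxin, and EC50s come from standard Hill equation fits.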
Vif-A3F inh = qHTS for Inhibitors of Vif-A3F Interactions: qHTS; HeLa A3F-eYFP + Vif (tagged APOBEC3F with the HIV-1 protein that degrades it), YFP fluorescence increase; Potency, µM (highest dose often 46.1 µM), for inactives: at the top dose activity, negative = active; 0.2% of 390,000 active; further: potency means the concentration at half of the fitted maximal effect; % of control where 0% means no effect; nearly all actives have a fitted effect of over 65% in size
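Fluorescence increase (Ex 488/Em 500-530) after overnight compound treatment at 37 deg C flags inhibition of Vif-driven A3F-eYFP loss in stable HeLa A3F-eYFP/Vif cells seeded overnight beforehand.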
Vif-APOBEC3G blk = qHTS for Inhibitors of Vif-A3G Interactions: qHTS; DNA dC->dU-editing enzyme APOBEC-3G (Homo sapiens), Q9HC16; HeLa A3G-eYFP + Vif (tagged APOBEC3G with the HIV-1 protein that degrades it), YFP fluorescence, overnight; Potency, µM (top dose mostly 46.1 µM), inactives show top-dose activity, negative = active, most hits filed as inhibitors; 0.076% of 410,000 active; AID 602310, 2012;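 further: potency means the concentration at half of the fitted maximal effect; on the % scale 0 is the no-effect control and ±100 the full control effect; nearly all actives have a fitted effect of over 60% in size; hits raise eYFP signal because A3G escapes Vif-driven loss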
Target sequence (Q9HC16 whole entry, looked up): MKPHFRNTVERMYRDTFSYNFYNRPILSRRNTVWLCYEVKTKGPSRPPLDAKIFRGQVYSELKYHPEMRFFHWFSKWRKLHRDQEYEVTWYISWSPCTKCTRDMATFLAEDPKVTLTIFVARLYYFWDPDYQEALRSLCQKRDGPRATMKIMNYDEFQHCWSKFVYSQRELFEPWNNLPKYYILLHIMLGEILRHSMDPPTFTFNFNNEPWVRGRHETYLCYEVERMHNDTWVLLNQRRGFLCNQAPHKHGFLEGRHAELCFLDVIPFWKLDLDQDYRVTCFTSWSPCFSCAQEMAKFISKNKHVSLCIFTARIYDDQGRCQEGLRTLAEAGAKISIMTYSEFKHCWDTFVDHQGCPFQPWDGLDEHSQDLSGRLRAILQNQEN
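HeLa cells stably expressing Vif and C-terminally eYFP-tagged A3G, seeded overnight at 37 deg C, then exposed to compound by pintool overnight at 37 deg C. Rise in yellow fluorescence (Ex 488/Em 500-530, Acumen) marks blocked Vif-driven A3G degradation.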
D2 PAM = HTS Assay for Positive Allosteric Modulators of the Human D2 Dopamine Receptor: Primary Screen for Potentiators | D(2) dopamine receptor (Homo sapiens), P14416 | HEK293 T-REx D2, calcium flux, EC20 dopamine potentiation | potentiation, % at 10 µM | 0.34% of 340,000 active | AID 485347, 2010;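 active means potentiation over 3 SD above the plate norm, cut at about 30% in these data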; further: 0% is about no effect
Target sequence (P14416 whole entry, looked up): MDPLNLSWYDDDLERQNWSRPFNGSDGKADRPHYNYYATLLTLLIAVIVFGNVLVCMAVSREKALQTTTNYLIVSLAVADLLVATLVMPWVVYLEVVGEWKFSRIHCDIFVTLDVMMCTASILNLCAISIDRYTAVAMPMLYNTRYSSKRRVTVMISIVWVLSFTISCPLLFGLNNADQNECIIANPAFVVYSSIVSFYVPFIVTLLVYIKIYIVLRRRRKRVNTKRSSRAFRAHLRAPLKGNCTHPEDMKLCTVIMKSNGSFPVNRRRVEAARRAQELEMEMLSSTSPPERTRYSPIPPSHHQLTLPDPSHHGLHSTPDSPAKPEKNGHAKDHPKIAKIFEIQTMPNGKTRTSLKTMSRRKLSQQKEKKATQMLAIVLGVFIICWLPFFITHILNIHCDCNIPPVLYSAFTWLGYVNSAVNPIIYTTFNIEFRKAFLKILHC
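Cells plated with tetracycline inducer and held overnight at 30 C; calcium dye loaded 30–90 min at room temperature; baseline taken, compound added and read 180 s; EC20 dopamine then added and read 180 s.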
RXFP1 antagonist = qHTS Assay for Antagonists of the Relaxin Receptor RXFP1. AID 1259400, 2018. 0.59% of 350,000 active. Relaxin receptor 1 (Homo sapiens), Q9HBX9. HEK293-RXFP1, relaxin-stimulated cAMP HTRF, 30 min; hits give low values. activity change, negative = inhibition, % at 57.5 µM;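 active means activity change of -60% or lower, but not beyond a set lower limit; inconclusive means change between -60% and -40%, or beyond the set limit; inactive means change above -40%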; further: on the % scale 0 is the no-effect control and ±100 the full control effect
D1 antagonist = Antagonist of Human D 1 Dopamine Receptor: qHTS; D(1A) dopamine receptor (Homo sapiens), P21728; HEK293 TREx D1 cells, calcium flux, dopamine EC80; hits give low values; activity change, negative = inhibition, % at 10 µM; 3.2% of 360,000 active; AID 504652, 2011; in the data active means activity change below about -30%; further: on the % scale 0 is the no-effect control and ±100 the full control effect
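HEK293 T-REx cells expressing inducible, force-coupled D1 receptor; no-wash Ca dye, 30–90 min RT. Cmpd → 180 s read at 1 Hz → EC80 DA → 180 s read.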
D1 PAM = Potentiators of Human D1 Dopamine Receptor: qHTS; D(1A) dopamine receptor (Homo sapiens), P21728; HEK293 TREx D1 cells, calcium flux, dopamine EC20 potentiation; potentiation, % at 10 µM; 0.036% of 360,000 active; AID 504651, 2011; in the data active means potentiation above about 30%; further: 0% is about no effect
Numbers without * were called inactive; ? = inconclusive; · = not tested or not shown; & = joins results of further samples. Unless noted, the call rests on the fitted dose curve; in most records, active means well fitted curve in the direction sought with a large enough effect; inconclusive means small, poorly fitted or top-dose-only effect, or another doubt; inactive means no such curve, though single readings can be large; an effect the other way counts as inactive or inconclusive. A portion of the library; count on the stated rates, not on these rows.

Every second line gives: Glioma ERSR ind	D1 agonist	RXFP1 agonist	Vif-A3F inh	Vif-APOBEC3G blk	D2 PAM	RXFP1 antagonist	D1 antagonist	D1 PAM
- COc1ccc2c(c1)C(C)=CC(C)(C)N2C(=O)CN1C(=O)CCC1=O
    0%	-1	0.1%	2%	-4%	-9	-2	-1	-2
- CC(C)(C)C(=O)N1N=C(c2ccc(NS(C)(=O)=O)cc2)CC1c1cccs1 (configuration not stated)
    1%	1	-0.3%	-15%	-24%	6	?	25	6
- Fc1ccccc1C1CC(c2ccco2)=Nc2ccccc2S1 (configuration not stated)
    -6%	3	-0.2%	-14%	-23%	10	-12	0	-7
- O=C(Cn1cnc2cc([N+](=O)[O-])ccc2c1=O)N1CCN(S(=O)(=O)c2ccccc2)CC1
    -4%	·	·	-2%	5%	·	12	·	·
- CCC1=NN(C(=O)C(=O)Nc2ccc(OC)cc2)C(O)(C(F)(F)F)C1 (configuration not stated)
    -2%	7	-4.3%	1%	0%	-1	8	-7	-5
- COc1ccc(CCNC(=O)CCCOc2ccc(Cl)cc2)cc1OC
    -3%	5	0.7%	-1%	1%	-5	3	-3	-7
- CCOc1ccc(S(=O)(=O)N(CC)CC(=O)NCc2ccncc2)cc1C
    2%	0	1.1%	5%	1%	9	-3	-6	-5
- CCCCN(CC)C(=O)c1ccc(Cl)c(Cl)c1
    -1%	2	2.5%	-2%	0%	17	-1	3	-1
- CCOc1ccc(NC(=O)CN(C)C(=O)c2sccc2-c2ccccc2)cc1OCC
    -3%	0	-3.4%	-4%	0%	-6	1	-7	-2
- CC(=O)Nc1ccccc1-c1nc2ccccc2n(C(C)C(=O)Nc2cc(Cl)ccc2C)c1=O (configuration not stated)
    ·	5	1.7%	·	·	2	2	-5	-1
- Nc1nc(Cl)cc(Oc2ccccc2F)n1
    -5%	1	-2.3%	2%	2%	3	-9	3	-2
- CCOC(=O)c1c(-c2ccccc2)oc2cc(Br)c(O)c(C=O)c12
    -1%	14	24%	0%	-4%	12	-38	22	4
- CCCCCc1c(C)nc(N2CCOCC2)[nH]c1=O
    5%	1	1.5%	0%	-3%	-4	6	-5	-1
- Cc1c2cnn(CC(=O)NCCN3CCOCC3)c(=O)c2c(C)n1Cc1ccccc1F
    -2%	·	·	-4%	4%	·	14	·	·
- CCOc1cc(S(=O)(=O)N2CC=C(c3ccc(F)cc3)CC2)c(OCC)cc1-n1cnnn1
    -4%	2	-1.1%	-11%	-27%	-1	-32	-9	6
- OCCNCc1cc(Br)ccc1OCc1ccc(Cl)cc1
    -2%	12	3.0%	-12%	1%	-20	-8	2	-4
- CC(C)(C)Sc1ccccc1S(=O)(=O)C(C)(C)C
    -5%	1	-0.8%	3%	2%	-7	3	11	-5
- Oc1ccc(N2CCN(c3nnnn3-c3ccccc3)CC2)cc1
    -3%	1	0.1%	?	0%	2	7	5	-2
- CCOC(=O)N1CCN(S(=O)(=O)c2ccc(C)cc2)CC1
    -5%	1	6.0%	2%	1%	0	-3	14	-6
- NC(=O)c1ccc(NC(=O)COC(=O)CCC2CCCCC2)cc1
    3%	·	·	-1%	-1%	·	?	·	·

Remaining list, next part
Every second line gives: Glioma ERSR ind	D1 agonist	RXFP1 agonist	Vif-A3F inh	Vif-APOBEC3G blk	D2 PAM	RXFP1 antagonist	D1 antagonist	D1 PAM
- CC(C)C(C(=O)Nc1ccccc1)N1C(=O)c2ccccc2C1=O (configuration not stated)
    -5%	7	0.6%	1%	2%	-7	·	-2	2
- COc1ccc(OCC(=O)OCC(=O)N2CC(=O)Nc3ccccc32)cc1
    -5%	0	4.2%	5%	-1%	1	-8	1	-4
- COc1ccc(NC(=O)Nc2nnc(-c3ccco3)s2)cc1
    2%	1	2.0%	-10%	1%	4	-21	-7	-4
- Cc1cc2cc(CNC(=O)c3ccc(S(=O)(=O)N(C)C)cc3)ccc2n1C
    -6%	0	6.8%	1%	0%	·	-5	6	-4
- CCC(C)NC(=O)Cn1nc(C(F)(F)F)c2c1CCCC2 (configuration not stated)
    1%	-1	0.3%	-14%	1%	10	9	-38*	-9
- COc1ccc(S(=O)(=O)N2CCOCC2)cc1NC(=O)CSc1cc(C)ccc1C
    -7%	4	-2.0%	-13%	-1%	5	10	7	-1
- CN(c1ccccc1)S(=O)(=O)c1ccc(C(=O)NCc2cccnc2)cc1
    -2%	·	·	-1%	-1%	·	-4	·	·
- COc1ccc(Cl)cc1NC(=O)CN(C)C(=O)c1cn(-c2ccccc2)nc1-c1cccs1
    -4%	·	·	-4%	-24%	·	1	·	·
- Fc1cccc(Cl)c1-c1nnc2ccc(N3CCOCC3)nn12
    -2%	2	2.7%	-10%	0%	-5	1	6	-4
- CC(C)(CNC(=O)c1ccc(NS(=O)(=O)c2ccc(Br)cc2)cc1)N1CCOCC1
    -1%	4	-0.4%	-10%	-5%	6	-13	2	3
- COCCNC(=O)Cn1cnc([N+](=O)[O-])n1
    0%	3	0.5%	5%	0%	1	-31	14	-10
- COc1ccc(-c2nc(CSCC(=O)NCc3ccco3)c(C)o2)cc1
    -2%	0	0.8%	-2%	-8%	-3	-3	-16	-1
- COc1ccc(NC(=O)CCNC(=O)Cn2cnc3sc4c(c3c2=O)CCCC4)c(OC)c1
    -1%	5	6.4%	-32%	-1%	3	6	5	-3
- COc1ccccc1CNC(=O)CS(=O)(=O)c1ccccc1
    -1%	0	0.8%	-2%	-5%	-1	-3	3	1
- Cc1cc(C)cc(C(=O)n2nc(C)c(S(=O)(=O)N3CCCCCC3)c2C)c1
    -3%	2	0.7%	2%	0%	3	·	-15	0
- Cn1c(=O)n(C)c2cc(/C=C(/C#N)C(=O)NCc3ccco3)ccc21
    -2%	-1	4.7%	7%	-14%	-1	-16	3	-3
- CCCCOc1ccc(C2C(C(=O)c3ccc(C)o3)=C(O)C(=O)N2Cc2ccco2)cc1 (configuration not stated)
    ·	3	16%	·	·	0	·	1	-3
- O=C(Nc1nc(N2C(=O)c3ccccc3C2=O)n(-c2ccccc2)n1)c1ccc(F)cc1
    -2%	1	2.4%	-4%	1%	3	21	-13	7
- CCOC(=O)[C@@H]1[C@H]2COc3cc(OC)ccc3[C@H]2N2C(=O)N(c3ccc(C)cc3)C(=O)[C@@]12C
    -3%	5	2.8%	-8%	3%	-1	·	9	-4
- Cc1ccc2c(c1)N(C(=O)CCC(=O)N1CCN(c3ccccc3)CC1)CCO2
    -2%	2	1.0%	-7%	0%	14	-8	-50*	-11

(list continues)
Every second line gives: Glioma ERSR ind	D1 agonist	RXFP1 agonist	Vif-A3F inh	Vif-APOBEC3G blk	D2 PAM	RXFP1 antagonist	D1 antagonist	D1 PAM
- CN(C)CCCNC(=S)Nc1ccc(Br)cc1
    2%	7	1.9%	0%	-1%	-12	-1	-10	-8
- CN(CC(=O)N1CCN(c2ccccn2)CC1)S(=O)(=O)c1cccc2nsnc12
    -4%	0	0.0%	-11%	1%	2	-3	6	-1
- FC(F)(F)c1ccc2c(c1)N1CCCC1CN2 (configuration not stated)
    -5%	5	1.1%	?	-10%	16	1	-2	1
- O=C(COc1ccccc1)Nc1ccc(OC(F)(F)C(F)F)c(NC(=O)COc2ccccc2)c1
    -1%	10	-0.2%	-3%	-1%	·	-21	-16	-3
- Cc1ccc2c(c1)c1nnc(SCC(=O)Nc3ccccc3C(F)(F)F)nc1n2CC(=O)O
    -2%	-3	0.0%	8%	-1%	13	-7	4	6
- O=C(Nc1c(Cl)cccc1Cl)c1cccc2c1C(=O)N(C1CCCCC1)C2
    -2%	2	2.7%	0%	4%	19	·	-8	6
- CN(C)C(CNC(=O)c1cccnc1Sc1ccccc1)c1ccco1 (configuration not stated)
    -4%	2	1.5%	3%	2%	-17	15	-4	-2
- Cn1cc([N+](=O)[O-])c(C(=O)N/N=C/c2ccncc2)n1
    -7%	1	0.9%	-3%	-5%	-2	2	0	3
- Cc1c2cnn(-c3ccccc3)c(=O)c2c(C)n1CCCC(=O)Nc1ccc(F)cc1F
    -2%	-2	-0.3%	4%	9%	2	·	0	-3
- Cc1ccc(S(=O)(=O)N2CCN(C(=O)c3ccc(OCc4c(C)noc4C)cc3)CC2)cc1
    -4%	2	0.4%	·	2%	·	9	-1	-5
- O=C(NCC(=O)N1CCCCC1)c1sc2ccccc2c1Cl
    0%	7	0.4%	0%	2%	10	9	-7	·
- Cc1ccc(-c2nnc(Nc3ccc(CC(N)=O)cc3)c3ccccc23)cc1S(N)(=O)=O
    -3%	2	-1.4%	10%	-9%	1	1	2	1
- Cc1ccc(OCCC(=O)Nc2ccc(C)c(S(=O)(=O)N3CCOCC3)c2)cc1
    0%	1	2.1%	-1%	1%	-8	-1	3	-1
- COc1cc(/C=C2\CCC(C3CCCC3)C2=O)ccc1OC(C)C (configuration not stated)
    1%	1	0.9%	-29%	-12%	-7	-12	8	1
- CCOC(=O)Cn1nc(C)c(NC(=O)COc2ccccc2)c1C
    0%&-4%	6&4	2.9%&-2.1%	-3%&-3%	0%&2%	2&-11	-10&-3	-2&5	4&1
- O=C1NC(=S)N/C1=C/c1cccc2ccccc12
    5%	1	-1.6%	-1%	-13%	-8	-1	0	-3
